# Pol eta inh: inhibitors of human DNA polymerase eta; recombinant Pol eta, fluorescent DNA replication assay; Potency, µM (titrated, usually from 114 µM), for inactives: top-dose activity change, negative = inhibition, usual class: inhibitors; actives 1.2% (n = 390,000); AID 588591; also: potency is read from the fitted curve at half-maximal effect; % is scaled to controls: 0 for no effect and ±100 for the full control effect
# Target sequence (Q9Y253 whole entry, looked up): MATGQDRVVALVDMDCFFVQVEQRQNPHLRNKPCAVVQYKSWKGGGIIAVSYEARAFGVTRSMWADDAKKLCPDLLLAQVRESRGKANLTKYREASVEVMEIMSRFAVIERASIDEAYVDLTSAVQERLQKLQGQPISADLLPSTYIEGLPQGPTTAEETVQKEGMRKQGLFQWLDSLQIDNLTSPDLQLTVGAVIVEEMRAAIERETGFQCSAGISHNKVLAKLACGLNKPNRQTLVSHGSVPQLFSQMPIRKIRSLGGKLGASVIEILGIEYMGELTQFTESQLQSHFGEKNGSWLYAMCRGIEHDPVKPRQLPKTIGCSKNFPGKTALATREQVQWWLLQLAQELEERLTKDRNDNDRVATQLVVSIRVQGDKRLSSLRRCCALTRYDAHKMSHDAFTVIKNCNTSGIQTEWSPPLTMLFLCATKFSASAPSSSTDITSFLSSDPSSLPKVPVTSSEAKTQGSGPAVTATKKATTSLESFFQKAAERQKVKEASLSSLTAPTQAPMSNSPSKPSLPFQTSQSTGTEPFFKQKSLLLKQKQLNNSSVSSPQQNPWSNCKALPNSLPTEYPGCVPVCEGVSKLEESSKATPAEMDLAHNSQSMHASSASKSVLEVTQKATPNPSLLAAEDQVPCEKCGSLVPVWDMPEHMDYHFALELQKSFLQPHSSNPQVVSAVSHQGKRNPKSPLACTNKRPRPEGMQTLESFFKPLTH
#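 Pol eta (10 nM) was preincubated with compounds for 15 min at room temperature, after which fluorescent replication substrate (50 nM final) was added to start the reaction. Fluorescence was read kinetically at 0 and 10 min.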
# APEX1 inh: inhibitors of human APE1 endonuclease; recombinant APE1, TAMRA/BHQ-2 abasic DNA cleavage fluorescence; P27695; Potency, µM (highest dose often 65.8 µM), for the others: top-dose activity change, negative = inhibition, most hits filed as inhibitors; actives 0.35% (n = 350,000);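 also: potency is read from the fitted curve at half-maximal effect; plate controls were vehicle for no effect and reference inhibitor for full effect; nearly all actives have a fitted effect of over 55% in size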
#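 Compound pre-exposure to 0.75 nM APE1, 15 min at ambient temperature. Reaction initiated with 50 nM TAMRA/BHQ-2 THF substrate, read immediately in kinetic mode, 525 nm excitation, 598 nm emission.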
# POLI inh: DNA polymerase iota (human) inhibition; Pol iota fluorescent replication assay, 10 min; Potency, µM (top dose mostly 115 µM), without a hit: top-dose activity, negative = inhibition, actives largely listed as inhibitors; actives 1% (n = 390,000); also: potency is read from the fitted curve at half-maximal effect
#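 Fluorescent replication assay read twice, at 0 min and 10 min after adding 50 nM (final) substrate. Enzyme (10 nM) and compounds were first incubated 15 min at room temperature; enzyme-free buffer wells were negative controls.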
# Anesthetic bind: candidate novel general anesthetic via apoferritin binding. P02791. AID 485281. actives 0.074% (n = 350,000). Potency, µM (top dose mostly 77.5 µM), without a hit: at the top dose activity change, negative = displacement, usual class: inhibitors. apoferritin/1-aminoanthracene competitive binding, fluorescence; also: potency is read from the fitted curve at half-maximal effect; % is scaled to controls: 0 for no effect and ±100 for the full control effect; nearly all actives have a fitted effect of over 20% in size
# Target sequence (P02791 2-175 limits assumed): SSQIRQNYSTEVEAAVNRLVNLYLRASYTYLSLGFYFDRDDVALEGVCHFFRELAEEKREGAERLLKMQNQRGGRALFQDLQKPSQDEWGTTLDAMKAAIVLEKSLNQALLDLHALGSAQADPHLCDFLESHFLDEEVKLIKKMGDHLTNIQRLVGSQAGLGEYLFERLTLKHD
#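 Steps: apoferritin (10 uM) was premixed with half-saturated 1-AMA in PBS, compounds were pin-transferred, plates stood 10 min at room temperature, fluorescence was read at 380/535 nm, and curves were fitted with a Hill equation.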
# Pol beta inh: inhibitors of human DNA polymerase beta | P06746 | Pol beta primer extension/strand displacement, fluorescence kinetic | Potency, µM (doses to about 114 µM), inactives show at the highest dose activity change, negative = inhibition, hits mostly inhibitors | actives 1.3% (n = 340,000); also: potency is read from the fitted curve at half-maximal effect; % is scaled to controls: 0 for no effect and ±100 for the full control effect
#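 Homogeneous kinetic assay of primer extension and strand displacement by 10 nM Pol beta, preincubated 15 min at room temperature with compound before 50 nM substrate (final) was added. Read at 0 and 10 min; four-parameter Hill fit.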
# BLM helicase inh: blocks DNA unwinding by human BLM helicase. P54132. recombinant BLM DNA unwinding, fluorescence dequenching. Potency, µM (titrated, usually from 56.1 µM), inactives show at the top dose activity change, negative = inhibition, hits mostly inhibitors. actives 0.2% (n = 350,000). AID 2528;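 also: potency is read from the fitted curve at half-maximal effect; plate controls were vehicle for no effect and no enzyme for full effect; nearly all actives have a fitted effect of over 35% in size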
# PGK inhibitor: T. brucei PGK inhibition | PGK/GAPDH coupled, Kinase-Glo luminescence, 60 min | Potency, µM (titrated, usually from 57.5 µM), inactives show at the highest dose activity change, negative = inhibition, usual class: inhibitors | actives 0.043% (n = 380,000) | AID 602233; also: potency is read from the fitted curve at half-maximal effect; % is scaled to controls: 0 for no effect and ±100 for the full control effect; nearly all actives have a fitted effect of over 60% in size
#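 Luminescent ATP detection (Kinase-Glo Plus) follows a 60-minute room-temperature incubation, with wells lacking PGK as controls. Buffer: 100 mM TEA (pH 7.6), 5 mM MgCl2, 0.01% Tween-20. Coupling enzyme GAPDH (100 nM final) supplies unstable 1,3-BPG in-well.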
# RXFP1 antag: blocks the human relaxin receptor RXFP1 | HEK293-RXFP1, relaxin-stimulated cAMP HTRF, 30 min; active compounds read low | actives 0.59% (n = 350,000) | activity change, negative = inhibition, % at 57.5 µM;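 active = activity change of -60% or lower, but not beyond a set lower limit; inconclusive = change between -60% and -40%, or beyond the set limit; inactive = change above -40%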; also: % is scaled to controls: 0 for no effect and ±100 for the full control effect
# POLK inh: DNA polymerase kappa (human) inhibition; Q9UBT6; purified Pol kappa, fluorescent DNA synthesis assay, 10 min; Potency, µM (doses to about 107 µM), for inactives: at the highest dose activity, negative = inhibition, actives largely listed as inhibitors; actives 0.53% (n = 400,000); also: potency is read from the fitted curve at half-maximal effect; % is scaled to controls: 0 for no effect and ±100 for the full control effect
#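 Pol kappa 10 nM + cpd, 15 min RT; start w/ substrate 50 nM final; fluorescence kinetic read, 0 and 10 min. Neg ctrl: buffer, no enzyme.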
# * hit, by the source's call; i = inactive; ? = inconclusive; . = no result given; & = joins results of further samples; [ ] = another dose, or the depositor's remark. Unless noted, calls follow the shape of the dose curve; as a rule, active = well fitted curve in the direction sought with a large enough effect; inconclusive = small, poorly fitted or top-dose-only effect, or another doubt; inactive = no such curve, though single readings can be large; an effect the other way counts as inactive or inconclusive.
Pol eta inh	APEX1 inh	POLI inh	Anesthetic bind	Pol beta inh	BLM helicase inh	PGK inhibitor	RXFP1 antag	POLK inh	SMILES
-21%	-4%	15%	-3%	45%	0%	-10%	9	4%	COc1ccccc1CNC(=O)OCc1nccnc1C(=O)Nc1ccc(Br)cn1
-4%	1%	-5%	-11%	3%	-2%	0%	-6	-10%	O=C(Oc1ccc(-c2cnc3ccccc3n2)cc1)c1cccc([N+](=O)[O-])c1
?	20%	?	.	.	.	0%	-8	?	CCOC(=O)N1CCN(CC(=O)NC(=O)Nc2ccc3c(c2)OCCO3)CC1
2%	15%	30%[activator]	10%	-15%	6%	-8%	4	7%	Nc1nc(N)c2c(n1)CCCC2
-17%	66%	28%	-22%	22%	-5%	-2%	1	8%	N/C(=N\OC(=O)Nc1ccccc1)c1cccc(C(F)(F)F)c1
3.2µM*	.	?	.	.	.	?	-18	18µM*	CC(=O)Oc1cc(C(=O)OCC(=O)NC23CC4CC(CC(C4)C2)C3)cc(OC(C)=O)c1OC(C)=O
-24%	-10%	17%	5%	5%	-10%	7%	.	-6%	Cc1cccc(OCCCSc2nc3ccc(C)cc3[nH]2)c1
-9%	3%	19%	3%	28%	-2%	-4%[11.5 µM]	-6	-6%	CCN1CCN(C(=O)CN(CCc2ccccc2)S(C)(=O)=O)CC1
15%	-3%	-15%	-8%	-1%	-1%	i	-5	12%	Cc1ccc(-c2[nH][nH]c(=O)c(=O)c2N=Nc2ccccc2)cc1
-8%	5%	33%[activator]	3%	15%	0%	-1%	-1	0%	COC(=O)c1ccccc1COn1c(=O)c(C)[n+]([O-])c2ccccc21

# Part of the list above with just Pol eta inh and PGK inhibitor.
molecule | Pol eta inh | PGK inhibitor
CCOC(=O)N1CCN(CC(=O)NC(=O)Nc2ccc3c(c2)OCCO3)CC1 | ? | 0%
Nc1nc(N)c2c(n1)CCCC2 | 2% | -8%

# Remaining list, next part:
Pol eta inh	APEX1 inh	POLI inh	Anesthetic bind	Pol beta inh	BLM helicase inh	PGK inhibitor	RXFP1 antag	POLK inh	SMILES
-21%	10%	-5%	-13%	14%	-5%	-1%	-8	-17%	COc1ccc2[nH]c(C(=O)N3CCc4ccccc4C3)c(C)c2c1
-5%	19%	-5%	?	18%	-1%	1%	4	2%	CN(CC(=O)Nc1ccc(F)c(F)c1)S(=O)(=O)c1cccc2cccnc12
-4%	9%	-14%	.	.	.	?	-13	1%	Cc1ccnc(NC(=O)c2ccc(OCC3CCCO3)cc2)c1 (stereo not given)
-11%	.	26%	?	2%	-7%	-4%	.	-9%	COC(=O)C1=C(CS(=O)(=O)c2ccc(C)cc2C)NC(=O)NC1c1ccc(C)cc1 (stereo not given)
-22%	31%	82%[activator]	-10%	5%	1%	4%	10	-9%	CC1CCN(CCCN2C(=O)C3C(C(=O)Nc4cccc(Cl)c4)C4C=CC3(O4)C2C(=O)NC2CCCCC2)CC1 (stereo not given)
-10%	3%	13%	0%	-25%	-3%	.	-6	-5%	C=CCSc1ncnc2sc(C)c(C)c12
45µM*	-7%	50µM*	-10%	?	0%	-12%	-7	79µM*	O=C(CSc1nc2ccsc2c(=O)n1NC(=O)c1ccccc1)NCc1ccco1
-10%	26%	3%	-16%	-25%	-2%	-5%	-3	9%	COc1cccc(NC(=O)c2nc(SC)ncc2Cl)c1
-9%	-2%	8%	?	6%	1%	-4%	-9	-16%	CC(C)(C)N(NC(=O)c1ccccc1)C(=O)c1cccc(C(=O)N(NC(=O)c2ccccc2)C(C)(C)C)c1
-16%	9%	8%	.	.	.	-9%	6	-16%	COc1ccc(CCNC(=O)c2cccc(S(=O)(=O)N3CCOCC3)c2)cc1OC
-1%	2%	4%	.	.	.	-7%	9	10%	COc1ccccc1CC(=O)OCC(=O)N1CCN(c2ccc(F)cc2)CC1
-2%	-8%	0%	-4%	9%	-4%	4%	.	-3%	COc1cc(OC)nc(NC(=O)C(C)C)n1
-16%	2%	-12%	?	0%	-8%	i	-34	2%	Cc1ccc(OCC(O)Cn2c(=N)n(Cc3ccccc3)c3ccccc32)cc1 (stereo not given)
-7%	-15%	-3%	.	.	.	7%	.	0%	CC(C)(O)[C@@H]1CC[C@@](C)(C2CC[C@]3(C)C2[C@H](O)CC2[C@@]4(C)CC[C@H](O)C(C)(C)C4[C@@H](O[C@H]4O[C@@H](CO)[C@H](O)[C@@H](O)[C@@H]4O[C@@H]4O[C@H](CO)[C@@H](O)[C@H](O)[C@H]4O)C[C@]23C)O1 (stereo in doubt)
-8%	.	18%	-5%	2%	0%	6%	4	-7%[60.1 µM]	O=C(NC1CC(=O)N(c2ccccc2)C1)c1ccco1 (stereo not given)
-6%	.	0%	58%[activator]	14%	-5%	13%	7	-10%[60.1 µM]	COc1ccccc1Cc1nc2ccccc2nc1SCC(=O)Nc1cc(Cl)ccc1OC
-15%	-4%	-1%[58.9 µM]	-12%	-13%	-2%	-3%	-8	-25%	CCN(CC)CCN1C(=O)C(O)=C(C(=O)c2cccs2)C1c1ccccn1 (stereo not given)
-11%	-1%	30%	3%	-1%	0%	-13%	6	-14%	O=c1[nH]cnc(O)c1C(c1ccc2c(c1)OCO2)c1c(O)nc[nH]c1=O
-1%	-1%	-2%	-4%	-28%	-5%	4%	-4	-6%	Cc1cc(NC(=O)C(C)C)n(-c2nc3ccccc3s2)n1
-21%	-12%	12%	.	.	.	i	-1	-3%	O=C(NCCc1ccccc1)c1ccc2c(c1)S(=O)(=O)N=C1CCCCCN12
-6%	7%	-13%	-3%	1%	-7%	-8%	-1	12%	CC(=O)c1cccc(NC(=O)NNC(=O)c2ccc3ccccc3c2)c1
-10%	.	-12%	?	1%	-1%	-9%	.	6%	CCCCCn1c(=O)[nH]c2cc(C(=O)N3CCN(c4cccc(Cl)c4)CC3)ccc2c1=O
-2%&-24%	9%	-3%&9%	0%&1%	?	0%&1%	7%&-9%	8&-6	-15%&-10%	Cn1nc(C(=O)N2CCN(c3ccccc3)CC2)c2c1-c1ccccc1S(=O)(=O)C2
-8%	11%	3%	-5%	28%	-7%	-6%	-2	-5%	COc1ccc(CCNc2nc(Cl)nc(NC(C)(C)CO)n2)cc1OC
-3%	.	36%[activator]	-15%	4%	-9%	2%	-19	-14%	CCN(CC)c1cc(NC2CCCCC2)c2c3c(onc13)-c1ccccc1C2=O
-9%	-2%	-3%	-1%	1%	-10%	-10%	-11	-6%	CN1CCN(CC#CCC(O)(c2ccccc2)C2CCCC2)CC1 (stereo not given)
-4%	15%&4%&-7%	-19%	0%&-3%	13%	-6%&-8%	5%	.	-3%[60.1 µM]	CN1CCc2cc(Cl)c(O)cc2[C@@H](c2ccccc2)C1
-5%	15%	?	-11%	43%	-1%	-8%	6	6%	CC(=O)c1c(N2CCN(C)CC2)[nH]c(-c2ccccc2)nc1=S
-17%	.	18%	25%	-1%	4%	-6%	-14	0%[60.1 µM]	COc1ccc(N2CCN(CCCNC(=O)C3COc4ccccc4C3)CC2)cc1 (stereo not given)
-11%	17%	31%[activator]	.	.	.	-3%	0	-15%	COc1ccc(Cc2nnc(SC(C)C(=O)Nc3ccc(F)cc3Cl)o2)cc1 (stereo not given)

# Laid out differently: entries from further up
# Order of results – Pol eta inh | APEX1 inh | POLI inh | Anesthetic bind | Pol beta inh | BLM helicase inh | PGK inhibitor | RXFP1 antag | POLK inh
Cn1nc(C(=O)N2CCN(c3ccccc3)CC2)c2c1-c1ccccc1S(=O)(=O)C2
    -2%&-24% | 9% | -3%&9% | 0%&1% | ? | 0%&1% | 7%&-9% | 8&-6 | -15%&-10%
CN1CCc2cc(Cl)c(O)cc2[C@@H](c2ccccc2)C1
    -4% | 15%&4%&-7% | -19% | 0%&-3% | 13% | -6%&-8% | 5% | . | -3%[60.1 µM]

# The listing continues.
Pol eta inh	APEX1 inh	POLI inh	Anesthetic bind	Pol beta inh	BLM helicase inh	PGK inhibitor	RXFP1 antag	POLK inh	SMILES
-23%	0%	82%[activator]	-19%	0%	-1%	-8%	-16	4%	O=C(c1cccc(C(F)(F)F)c1)C1CCCN(Cc2ccc(OCCO)cc2)C1 (stereo not given)
-14%	9%	26%	0%	21%	-1%	-4%	3	-2%	Cc1ccccc1CN1CCNC(=O)C1CC(=O)NCCN1CCCCC1=O (stereo not given)
-13%	-2%	39%[activator]	-12%	5%	1%	2%	3	-6%	Cc1ccc(Sc2ccc([N+](=O)[O-])cc2[N+](=O)[O-])nc1
-15%	.	?	-13%	-3%	-4%	-1%	-3	7%	CC(=O)CSc1nc(-c2ccccc2)[nH]c1S(=O)(=O)c1ccc(C)cc1
-10%	-6%	16%	-13%	15%	-3%	2%	-15	-8%	CCOc1ccc(C(=O)N2CCC(C(=O)c3ccc4c(c3)OCCO4)CC2)cc1
-7%	?	3%	?	14%	-3%	4%	3	-17%	CCCCCCNS(=O)(=O)c1ccc(OC)c(OC)c1
1%	-11%	233%[activator]	1%	6%	-1%	1%	-16	-18%	O=C(N/N=C(\Cc1ncc[nH]1)c1ccccc1)c1cccnc1
-24%	-16%	4%	.	.	.	-2%	-11	-5%	O=S(=O)(c1ccc(Br)cc1Cl)N1CCCN(c2ccc(C(F)(F)F)cn2)CC1
-10%	-6%	10%	.	.	.	-9%	.	-16%	COc1ccc(CNC(=O)CC2C[C@H](C(=O)N3CCOCC3)[C@@]3(CCC4CCCC4)c4[nH]c5ccccc5c4CCN3C2=O)cc1OC (stereo not given in full)
-9%	35%	8%	-6%	5%	-1%	i	5	7%	Cn1c(=O)c2sccc2n2c(CCCC(=O)NCc3ccco3)nnc12
4%	-15%	42%[activator]	4%	8%	-7%	0%	-20	-24%	CC1C(=O)N2CCCc3cc(S(=O)(=O)N(C)c4ccccc4)cc1c32 (stereo not given)
-14%	4%	14%	-11%	-2%	0%	i	-12	2%	O=C(Nc1nnc(-c2ccccn2)o1)c1ccc(Br)cc1
-14%	-6%	16%	-3%	24%	4%	-3%	.	-10%	O=C(NCC1CCCO1)c1ccc(CS(=O)(=O)c2c(Cl)cccc2Cl)o1 (stereo not given)
-14%	.	-25%	47%[activator]	9%	0%	7%	10	-6%	Cc1ccc(C)c(NC(=O)C(Cc2ccccc2)N2Cc3ccccc3C2=O)c1 (stereo not given)

# The list is partial; count on the stated rates, not on these rows.
